Assay outcomes as filed in PubChem.
KCNH2 3.1 inh: qHTS for Inhibitors of KCHN2 3.1: Mutant qHTS. Potassium voltage-gated channel subfamily H member 2, brain isoform KCNH2 3.1 (human). U2OS KCNH2 3.1, thallium flux FluxOr; stronger effect = lower value. activity change, % (tested at about 1.8 µM). actives 0.95% (n = 340,000);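 active means maximum activity change below -70%; inconclusive means maximum activity change from -70% to -50%; inactive means maximum activity change above -50%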;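 further: thallium influx rate constant from kinetic fluorescence after stimulation buffer; on the % scale 0 is the no-effect control and ±100 the full control effect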
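Measured as rate of thallium-driven FluxOr signal in transduced U2OS cells carrying the 3.1 channel, read kinetically for 2 min upon stimulation; values are rate constants scaled to DMSO control wells.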
ASM inhibitor: Inhibitors of Secretory Acid Sphingomyelinase (S-ASM): qHTS | Potency, µM (series often up to 57.5 µM), without a hit: at the highest dose activity change, negative = inhibition, actives largely listed as inhibitors | actives 0.006% (n = 340,000) | placental ASM, HMU-PC fluorogenic substrate, 60 min | Sphingomyelin phosphodiesterase (Homo sapiens), P17405 | AID 504937, 2011; further: potency means the concentration at half of the fitted maximal effect
Target sequence (P17405 47-631 limits assumed): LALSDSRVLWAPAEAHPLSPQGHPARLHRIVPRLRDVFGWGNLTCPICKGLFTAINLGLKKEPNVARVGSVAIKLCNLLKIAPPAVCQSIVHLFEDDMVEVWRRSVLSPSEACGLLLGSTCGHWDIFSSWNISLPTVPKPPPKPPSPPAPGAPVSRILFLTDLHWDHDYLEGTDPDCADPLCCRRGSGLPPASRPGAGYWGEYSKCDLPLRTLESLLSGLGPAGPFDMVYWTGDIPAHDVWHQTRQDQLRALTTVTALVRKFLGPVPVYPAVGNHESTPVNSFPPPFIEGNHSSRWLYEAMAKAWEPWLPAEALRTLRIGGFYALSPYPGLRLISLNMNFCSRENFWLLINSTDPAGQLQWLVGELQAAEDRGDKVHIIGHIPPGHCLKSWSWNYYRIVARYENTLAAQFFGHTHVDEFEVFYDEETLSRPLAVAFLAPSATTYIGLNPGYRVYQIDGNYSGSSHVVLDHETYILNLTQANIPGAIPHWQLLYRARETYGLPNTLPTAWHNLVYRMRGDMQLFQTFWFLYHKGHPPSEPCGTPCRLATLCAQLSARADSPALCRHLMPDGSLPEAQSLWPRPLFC
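HMU-PC0 cleavage (9 uM final) by human placental ASM, 60 min at 37 °C following 10 min compound exposure at RT; stopped at pH 10, fluorescence Ex 386/Em 447 nm.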
GALK inh: qHTS Assay for Inhibitors of Human Galactokinase (GALK). P51570. Purified GALK, Kinase-Glo residual ATP luminescence. Potency, µM (titrated, usually from 57.5 µM), for inactives: at the highest dose activity change, negative = inhibition, most hits filed as inhibitors. actives 0.007% (n = 270,000). AID 1868, 2009; further: potency means the concentration at half of the fitted maximal effect; on the % scale 0 is the no-effect control and ±100 the full control effect
Target sequence (P51570 whole entry, looked up): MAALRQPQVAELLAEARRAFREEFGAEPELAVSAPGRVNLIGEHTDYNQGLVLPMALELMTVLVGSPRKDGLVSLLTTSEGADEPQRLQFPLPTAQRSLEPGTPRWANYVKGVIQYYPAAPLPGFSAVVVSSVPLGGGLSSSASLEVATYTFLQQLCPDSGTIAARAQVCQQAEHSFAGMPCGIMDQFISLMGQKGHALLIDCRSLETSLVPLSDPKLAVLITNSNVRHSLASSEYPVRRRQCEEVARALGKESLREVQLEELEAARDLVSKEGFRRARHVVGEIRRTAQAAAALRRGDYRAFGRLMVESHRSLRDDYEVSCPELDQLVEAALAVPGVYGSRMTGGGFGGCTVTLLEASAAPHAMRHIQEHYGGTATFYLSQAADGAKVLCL
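The enzyme phosphorylates galactose (100 uM) using ATP (35 uM); inhibition is detected as higher residual ATP, quantified by bioluminescence after 1 h reaction at room temperature, pH 8.0.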
a7 integrin act: qHTS for Activators of Integrin-Mediated Alleviation for Muscular Dystrophy; actives 0.064% (n = 350,000); Potency, µM (doses to about 38.3 µM), for inactives: at the highest dose activation, usual class: activators; alpha7betagal myoblasts, beta-gal FDG fluorescence, 48 h;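 further: potency means the concentration at half of the fitted maximal effect; 100% = response of the positive control SU9516; nearly all actives have a fitted effect of over 60% in size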
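alpha7betagal+/- myoblasts (passage 13, 250/well) treated 48 h at 37C with compounds at 1:260 dilution of DMSO stock. Lysed, then beta-galactosidase activity read as FDG fluorescence (ex 480/em 540) after 30 min, with pre-read for autofluorescence.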
AT treatment: qHTS Assay for Identifying a Potential Treatment of Ataxia-Telangiectasia. […] A-T fibroblasts, KAP-1 phosphorylation AlphaLISA; neocarzinostatin DNA damage 30 min before lysis. Potency, µM (series often up to 57.5 µM), without a hit: at the highest dose activation, actives largely listed as activators. actives 0.19% (n = 320,000). AID 485349, 2010; further: potency means the concentration at half of the fitted maximal effect; % of control where 0% means no effect; nearly all actives have a fitted effect of over 45% in size
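ATM-like activity read as KAP-1 phosphorylation via AlphaLISA donor/acceptor antibody pairs after lysis and 6 hr at 25C. Cells were ATM-null patient fibroblasts ([…], hTERT), dosed 60 min, then exposed to the DSB inducer NCS for 30 min.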
CXXC DNA block: qHTS Fluorescence Polarization Assay for Inhibitors of MLL CXXC domain - DNA interaction; Histone-lysine N-methyltransferase 2A (Homo sapiens), Q03164; MLL-CXXC / FITC-HOXA9 DNA fluorescence polarization; Potency, µM (series often up to 115 µM), inactives show at the highest dose activity change, negative = inhibition, actives largely listed as inhibitors; actives 0.037% (n = 290,000); AID 2662, 2010; active means well fitted inhibition curve with a large enough effect in the polarisation, with a control signal flat, not every such curve was filed as active; inconclusive means small, poorly fitted or top-dose-only effect, or effect the other way, or a change in a side signal; inactive means no such curve, though single readings can be large or run the other way; the % refers to the polarisation; further: potency means the concentration at half of the fitted maximal effect
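Steps: dispense CXXC domain solution (7 uM) → pin compounds or unlabeled HOX-A9 DNA control → 5 min ambient → add FLSN-HOX-A9 solution (50 nM) → spin → 30 min ambient → fluorescence polarization. Tris pH 7.5/NaCl/DTT/BSA buffer.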
MBNL1 CUG block: qHTS Assay for Inhibitors of MBNL1-poly(CUG) RNA binding | Muscleblind-like protein 1 (Homo sapiens), Q9NR56 | TR-FRET MBNL1-His/biotin-(CUG)12 binding, 665/545 ratio | Potency, µM (top dose mostly 57.5 µM), inactives show top-dose activity change, negative = inhibition, usual class: inhibitors | actives 0.036% (n = 280,000) | AID 2675, 2010; active means well fitted inhibition curve with a large enough effect in the signal ratio, with a control signal flat, not every such curve was filed as active; inconclusive means small, poorly fitted or top-dose-only effect, or effect the other way, or a change in a side signal; inactive means no such curve, though single readings can be large or run the other way; the % refers to the signal ratio; further: potency means the concentration at half of the fitted maximal effect; on the % scale 0 is the no-effect control and ±100 the full control effect
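TR-FRET between His-tagged MBNL1 and biotin-(CUG)12 RNA, detected with Tb anti-His antibody (0.055 ng/ul) and streptavidin-XL665 (5 nM), 60 min at room temperature. Compounds titrated 92 nM to 58 uM; 665/545 nm ratio normalized to buffer and complex controls.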
Coupling enz: qHTS Assay for Inhibitors of Fructose-1,6-bisphosphate Aldolase from Giardia Lamblia: Coupling assay counterscreen | coupling enzyme system counterscreen, AmpLite Red fluorescence | activity change, negative = inhibition, % at 58.2 µM, hits read low | actives 0.67% (n = 290,000) | AID 2472, 2010; in the data active means activity change below about -30%; further: on the % scale 0 is the no-effect control and ±100 the full control effect
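Final compound at 57.5 uM, incubated 10 min at RT with coupling enzyme reagent (glyceraldehyde-3-phosphate), then 20 min with substrate and AmpLite Red detection. Fluorescence read at 525/598 nm; tests interference with the coupling assay, not aldolase inhibition.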
KCNH2 WT inh: qHTS for Inhibitors of KCHN2 3.1: Wildtype qHTS. Voltage-gated inwardly rectifying potassium channel KCNH2 (Homo sapiens), Q12809. actives 0.37% (n = 340,000). AID 720551, 2013. activity change, % at 1.84 µM. U2OS, BacMam KCNH2, thallium flux FluxOr; stronger effect = lower value;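 active means maximum activity change below -70%; inconclusive means maximum activity change between -70% and -50%; inactive means maximum activity change above -50%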; further: on the % scale 0 is the no-effect control and ±100 the full control effect
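U2OS cells transduced with wild-type KCNH2 virus are loaded with FluxOr dye for 45 min, and thallium flux is measured in kinetic reads before and after stimulation buffer. Rate constants are normalized to DMSO controls.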
TRPV1 agonist: HTS Assay for Compounds that Act as Agonists of the Vanilloid Receptor 1. Transient receptor potential cation channel subfamily V member 1 (Homo sapiens), Q8NER1. TRPV1-expressing cells, Fluo-8 calcium influx, agonist mode. activation, % at 8.33 µM. actives 0.19% (n = 320,000); in the data active means activation above about 80%; inconclusive means between about 30% and that limit; further: 0% is about no effect
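Fluo-8 calcium influx in TRPV1-expressing cells, kinetic read (ex 480/em 520 nm). Compound added and read 3 min for agonist activity, followed by capsaicin at EC20 final and 2 min further read for enhancement.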
The depositor's hits bear a star; ? = inconclusive; / = no result given; & = joins results of further samples; [ ] = remark or other dose. Unless noted, the call rests on the fitted dose curve; in most records, active means well fitted curve in the direction sought with a large enough effect; inconclusive means small, poorly fitted or top-dose-only effect, or another doubt; inactive means no such curve, though single readings can be large; an effect the other way counts as inactive or inconclusive.

SMILES	KCNH2 3.1 inh	ASM inhibitor	GALK inh	a7 integrin act	AT treatment	CXXC DNA block	MBNL1 CUG block	Coupling enz	KCNH2 WT inh	TRPV1 agonist
C/C=C/c1cc(CN2CCN(c3ccc(OC)cc3)CC2)c(O)c(OC)c1	-47.6	5.1%	8.3%	-12.4%	-7.1%	-0.9%	-5.1%	-3.8	8.6	-4.6
CCn1nc(NC(=O)Cc2ccc(OC)cc2)c2cc3cccc(C)c3nc21	7.2	/	1.2%	-1.1%	23.2%	0.4%	/	1.2	-0.9	/
Nc1nc2c(nc(N3CCCCC3)n2[C@@H]2O[C@H](CO)[C@@H](O)[C@H]2O)c(=O)[nH]1	-0.3	3.5%	/	9.1%	17.1%	-13.7%	-6.6%	-0.1	-13.1	-3.3
O=C(c1ccc2[nH]ccc2c1)N1CCCC(Nc2ccccc2)C1 (configuration not stated)	0.6	-3.4%	6.8%	16.7%	4.7%	-4.4%	1.2%	-1.3	-22.2	0.3
CC(CC12CC3CC(CC(C3)C1)C2)NCc1ccccc1O (configuration not stated)	-21.9	-0.9%	-1.3%	-65.6%[inhibitor]	-3.4%	?	-3.4%	-1.4	-2.9	-0.5
Cn1c(N)c(C(=O)CSc2n[nH]c(-c3ccccc3)n2)c(=O)n(C)c1=O	25.6	4.0%	/	32.0%	3.0%	/	/	/	-0.9	-0.7
Cc1cc(C)cc(NC(=S)N2CCN(c3ncccn3)CC2)c1	-18.1	3.9%	0.5%	-5.5%	-0.2%	-2.5%	-8.9%	-0.5	/	3.0
CCOC(=O)c1cc(NC(=O)/C=C\C(=O)O)ccc1Cl	-10.2	3.4%	0.3%	41.8%	3.7%	?	-4.8%	3.2	23.4	-1.6
O=C(NC(=S)Nc1ccc2[nH]c(=O)[nH]c2c1)c1ccccc1[N+](=O)[O-]	-0.4	-1.7%	-7.6%	8.8%	15.3%	36.9%[activator]	-9.0%	/	-8.7	1.1
COc1ccc(C2=NN(CCC(=O)NC3CCC(C)CC3)C(=O)CC2)cc1 (configuration not stated)	6.8	-0.4%	-1.6%	?	7.3%	0.6%	-0.8%	/	-17.5	1.7
Cc1sc2ncn(CC(=O)N3CCC(C(N)=O)CC3)c(=O)c2c1S(=O)(=O)N1CCOCC1	-18.7	5.2%	2.1%	-4.7%	6.2%	2.7%	3.3%	0.1	6.8	-1.0
CC(=O)Nc1ccc(NC(=O)CN2C(=O)COc3ccc(S(=O)(=O)N4CCCCC4)cc32)cc1	18.4	2.0%	0.2%	3.3%	0.3%	11.5%	-5.9%	/	9.1	-1.1
CC(=O)N1c2ccc(S(=O)(=O)NCC3CCC(C(=O)NCc4ccc(C)o4)CC3)cc2CC1C (configuration not stated)	-15.6	0.8%	-0.3%	-25.8%	-3.1%	2.5%	-5.2%	5.4	-4.3	1.2
CCOC(=O)c1c(C)n(C)c2ccc(OCC(O)CN3C(=O)c4ccccc4S3(=O)=O)cc12 (configuration not stated)	16.9	-14.8%	1.3%	11.9%[7.66 µM]	-11.8%	8.1%	?	2.8	20.2	-7.4
O=C(COC(=O)COc1ccc(Br)cc1)NCc1ccccc1	0.8	-1.2%	/	-17.8%	4.2%	/	/	/	-0.8	?
CCOC(=O)C1(Cc2ccc(Cl)cc2)CCN(C(=O)c2sc(C)nc2C)CC1	-4.5	-1.9%	-1.3%	10.5%	6.6%[11.5 µM]	-0.4%	-1.0%	-0.6	-1.3	?
COc1ccc(CCN(C)Cc2c(O)ccc3ccccc23)cc1OC	8.4	14.0%	2.0%	-15.4%	-5.0%	56.3%[activator]	0.8%	-8.5	-2.4	-0.5
CC1CN(C(=O)c2cc3cc(F)ccc3[nH]2)CC(C)O1 (configuration not stated)	-3.0	2.8%	/	-10.2%	0.2%	3.5%	-2.9%	-4.4	4.1	7.1
O=C(Cc1ccccc1)Oc1coc(CSc2ncccn2)cc1=O	9.6	1.2%	-0.4%	12.6%	-4.6%	115.2%[activator]	-12.7%	0.8	-8.0	1.7
CCc1nc(SCC(=O)N2CCCCC2)c2c(=O)n(C)c(=O)n(C)c2n1	-2.5	0.3%	1.8%	-10.9%	2.1%	13.6%	-7.3%	6.6	0.2	3.6
Cc1cc(C)nc(NC2=NCC(=O)N2c2ccccc2Br)n1	-5.1	-1.7%	0.5%	0.0%	-2.6%	-4.0%	-0.3%	-0.4	-10.8	-0.6
Cc1ccc(CC(=O)NNC(=O)c2ccncc2)cc1C	12.0	5.2%	/	10.0%	-2.7%	/	/	/	-4.7	3.8
Cc1ccc(/C=C/C(=O)Nc2ccc(O)c3c(=O)cc(-c4ccccc4Cl)oc23)cc1	4.9	-7.9%	-0.1%	0.0%	-2.7%	-12.5%	-12.0%	0.8&-0.7	-21.4	2.1
CC(=O)Nc1cccc(N2C(=O)CC(Cc3ccccc3)C2=O)c1 (configuration not stated)	-3.4	-3.3%	3.3%	1.1%	11.1%	-2.3%	-1.3%	1.2	2.2	-0.6
Oc1cccc(/C=C/c2ccc3cccc(O)c3n2)c1	-7.3	-4.4%	3.4%	-26.9%	4.5%	7.2%	?	-0.2	-3.8	6.1
SMILES	KCNH2 3.1 inh	ASM inhibitor	GALK inh	a7 integrin act	AT treatment	CXXC DNA block	MBNL1 CUG block	Coupling enz	KCNH2 WT inh	TRPV1 agonist
CC(=O)NNC(=O)C(O)(c1ccccc1)c1ccccc1	15.4	0.7%	-3.3%	14.7%	0.3%	7.5%	-5.3%	1.5	3.1	-0.4
CC12CC(c3ccccc3O1)C(C(=O)N1CCOCC1)C(=O)N2 (configuration not stated)	1.6	5.8%	-1.4%	6.7%	1.8%	-12.4%	2.0%	2.0	9.9	1.2
CCCOc1ccc([N+](=O)[O-])c(N)c1	-1.7	-2.8%	0.2%	12.5%	-1.4%	-1.6%	/	1.1	-13.8	3.8
Cc1nc2[nH]c(=O)c3c(n2n1)NC1=C(C(=O)CC(C)(C)C1)C3c1ccc(F)cc1 (configuration not stated)	29.6	323.9%[activator]	1.6%	-19.5%[7.66 µM]	7.3%	-7.2%	-6.5%	4.3	6.7	/
O=C(NCCCl)c1ccc(OCc2ccccc2)cc1Cl	-112.8*	4.1%	0.4%	5.8%	-1.1%	1.1%	-1.7%	2.6	-2.6	-0.4
COc1ccc(N2CCN(c3oc(-c4ccco4)nc3C#N)CC2)cc1	2.8	-1.3%	-1.4%	9.6%	2.7%	24.4%	7.6%	-3.9	8.2	0.2
COc1cc(OC)cc(-c2c(C#Cc3ccsc3)c3cc(-c4cc(OC)c(OC)c(OC)c4)ccc3n2C)c1	18.4	120.8%[activator]	/	16.5%	12.3%	/	/	/	-0.5	/
COc1cccc(OC)c1C(=O)NN1CCCCC1	7.3	0.5%	2.9%	-7.9%	8.5%	-1.7%	1.8%	0.2	-44.9	0.4
C[C@H](NC(=O)c1ccc(C(C)(C)C)cc1)C(=O)N1CCC2(CC1)NCCc1[nH]cnc12	-6.3	-0.7%	4.9%	-17.7%	-2.6%	17.3%	2.9%	/	6.6	0.0
COC(=O)CC1C(=O)NCCN1C(=O)CSc1nc2ccc([N+](=O)[O-])cc2s1 (configuration not stated)	-0.9	-0.2%	10.1%	9.2%	2.0%	1.7%	?	-0.7	-7.6	-4.0
CCN(C(=O)CN1CCCCC1)C1(C)C(=O)c2ccccc2C1=O	-8.4	-0.5%	4.7%	-6.4%	1.0%	11.7%	-30.4%	6.1	-8.7	-5.7
Cc1ccn2c(C(=O)CSc3ccccc3Cl)c(C)nc2c1	12.8	-0.2%	-1.9%	5.3%	0.4%	-0.9%	-3.5%	2.7	-1.9	?
COC(=O)[C@H](CC(C)C)NC(=O)Nc1cccc(Br)c1	-13.0	-0.8%	/	-0.6%	-7.3%	4.4%	3.9%	2.2	-1.4	0.9
COc1cccc(N2CCN(C3CC(=O)N(c4ccc(Cl)cc4)C3=O)CC2)c1 (configuration not stated)	24.0	-0.4%	-2.5%	-12.2%	1.3%	-1.2%	0.8%	0.8	0.5	3.9

Rows are unselected, and some 2% of all compounds hit somewhere here.
